Source: PubChem BioAssay (National Center for Advancing Translational Sciences (NCATS))
KAT2A inh – qHTS Assay for Inhibitors of GCN5L2; hit rate 0.21% among 390,000; GCN5L2 HAT assay, ThioGlo1 CoA-SH fluorescence; Potency, µM (series often up to 58.9 µM), without a hit: at the top dose activity change, negative = inhibition, usual class: inhibitors
Target sequence (Q92830 whole entry, looked up): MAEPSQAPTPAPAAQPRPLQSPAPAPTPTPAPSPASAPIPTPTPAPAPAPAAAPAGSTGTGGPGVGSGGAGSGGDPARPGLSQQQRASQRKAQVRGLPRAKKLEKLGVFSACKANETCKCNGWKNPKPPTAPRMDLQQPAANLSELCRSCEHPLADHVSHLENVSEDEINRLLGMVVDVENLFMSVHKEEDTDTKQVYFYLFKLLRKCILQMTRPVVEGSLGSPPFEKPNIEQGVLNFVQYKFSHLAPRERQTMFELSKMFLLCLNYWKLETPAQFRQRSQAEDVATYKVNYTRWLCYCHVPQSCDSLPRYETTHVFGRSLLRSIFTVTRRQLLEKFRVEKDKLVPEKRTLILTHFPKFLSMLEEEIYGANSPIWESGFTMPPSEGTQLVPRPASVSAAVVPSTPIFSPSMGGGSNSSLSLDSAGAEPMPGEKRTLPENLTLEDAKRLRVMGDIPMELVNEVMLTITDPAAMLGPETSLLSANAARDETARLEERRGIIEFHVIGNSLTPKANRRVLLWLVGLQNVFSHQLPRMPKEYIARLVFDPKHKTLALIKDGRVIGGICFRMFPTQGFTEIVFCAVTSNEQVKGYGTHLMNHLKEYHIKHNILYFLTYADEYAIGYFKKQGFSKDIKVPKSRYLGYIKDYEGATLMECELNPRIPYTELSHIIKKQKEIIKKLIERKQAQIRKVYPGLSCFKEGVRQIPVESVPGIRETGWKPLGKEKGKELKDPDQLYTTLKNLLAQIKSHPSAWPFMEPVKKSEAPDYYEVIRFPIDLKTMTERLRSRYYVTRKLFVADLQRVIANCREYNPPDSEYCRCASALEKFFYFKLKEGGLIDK
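Free CoA generated was detected with ThioGlo1 (50uM) fluorescence at Ex340nm/Em540nm, read immediately and after 20 min at room temperature. Enzyme, 20 nM in HEPES pH 7.5 buffer, saw compounds 15 min before adding 75uM H3(1-25) peptide and 70uM acetyl-CoA.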
FEN1 inh – qHTS Assay for the Inhibitors of Human Flap endonuclease 1 (FEN1); P39748; Recombinant FEN1 flap cleavage, fluorescence, 15 min; Potency, µM (series often up to 114 µM), inactives show at the highest dose activity change, negative = inhibition, actives largely listed as inhibitors; hit rate 0.35% among 390,000; also: nearly all actives have a fitted effect of over 65% in size
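Read-out was taken twice, immediately and after 15 min, following addition of 50 nM substrate to 10 nM FEN1 that had sat with test compound for 15 min at room temperature. Curves came from a four-parameter Hill model.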
N370S GC mod – qHTS Assay for Inhibitors and Activators of N370S glucocerebrosidase as a Potential Chaperone Treatment of Gaucher Disease | Lysosomal acid glucosylceramidase (Homo sapiens), P04062 | N370S GC spleen homogenate, 4MU-glucoside fluorescence | Potency, µM (doses to about 59.4 µM), inactives show top-dose activity change, negative = inhibition, hits mostly inhibitors | hit rate 0.092% among 330,000;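 also: 0% = full enzyme activity and -100% = no enzyme basal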
Numbers without * were called inactive; ? = inconclusive; . = not tested or not shown; & = joins results of further samples; [ ] = another dose, or the depositor's remark. Calls follow the shape of the dose curve; as a rule, active = well fitted curve in the direction sought with a large enough effect; inconclusive = small, poorly fitted or top-dose-only effect, or another doubt; inactive = no such curve, though single readings can be large; an effect the other way counts as inactive or inconclusive. Unless noted, % is scaled to controls: 0 for no effect and ±100 for the full control effect; potency is read from the fitted curve at half-maximal effect.

cpd	mol	KAT2A inh	FEN1 inh	N370S GC mod
1	CCN(CC)c1ccc(/C=N/NC(=O)CNC(=O)c2ccc3c(c2)OCCO3)cc1	-11%	-8%	?
2	CC(=O)N1CC=CC1(CC(C)C)C(=O)NCc1cc(F)cc(C(F)(F)F)c1 (stereo not drawn)	-1%	2%	-2%&5%
3	COc1ccc(NC(=O)CN2CCN(C(=S)NC3CCCC3)CC2)cc1	-8%	2%	1%
4	CC1CCCCN1CC(O)COCCC12CC3CC(CC(C3)C1)C2 (stereo not drawn)	0%	17%	-1%
5	Cc1cccc(Nc2ncnc3onc(-c4ccc(Cl)cc4)c23)c1C	20%	6%	.
6	CC12CCC(=O)C=C1CCC1C2C(O)CC2(C)C1CCC2(O)C(=O)CO (stereo not drawn)	-2%	1%	4%
7	O=C(Cn1cc(Br)ccc1=O)Nc1ccc2c(c1)OCO2	-1%	-2%	.
8	COc1cc(CCC(=O)OCC(=O)Nc2ncc(Cl)cc2Cl)cc(OC)c1OC	-21%	7%	-13%
9	COc1cccc(C2C(C#N)=C(N)N(N(C)C)C3=C2C(=O)CC(C)(C)C3)c1 (stereo not drawn)	8%	10%	-2%
10	Cc1cc(C)nc(NS(=O)(=O)c2ccc(NC(=O)c3ccco3)cc2)n1	4%	-17%	7%
11	Cc1cc(=O)n(C2CCS(=O)(=O)C2)[nH]1 (stereo not drawn)	-9%	-11%	5%
12	Cc1c(Cl)cccc1-n1nc(C)c2c(C)cc(=O)n(CC(=O)NCc3ccccc3)c21	-5%	20%	.

Continued (4 carried over from the part before).
cpd	mol	KAT2A inh	FEN1 inh	N370S GC mod
9	COc1cccc(C2C(C#N)=C(N)N(N(C)C)C3=C2C(=O)CC(C)(C)C3)c1 (stereo not drawn)	8%	10%	-2%
10	Cc1cc(C)nc(NS(=O)(=O)c2ccc(NC(=O)c3ccco3)cc2)n1	4%	-17%	7%
11	Cc1cc(=O)n(C2CCS(=O)(=O)C2)[nH]1 (stereo not drawn)	-9%	-11%	5%
12	Cc1c(Cl)cccc1-n1nc(C)c2c(C)cc(=O)n(CC(=O)NCc3ccccc3)c21	-5%	20%	.
13	COC(=O)C(C)CCCC(C)CCCC(C)CCCC(C)C (stereo not drawn)	-10%	.	-4%
14	COc1nc(N/N=C/c2ccc(-c3cccc([N+](=O)[O-])c3)o2)nc(N2CCOCC2)n1	-12%	.	-13%
15	O=C(COC(=O)c1cccnc1)Nc1cccc2ccccc12	-6%	0%	0%
16	CC(=O)Nc1ccc(NC(=O)CN(C)CC(=O)Nc2ccccc2Br)cc1	-1%	7%	-2%
17	O=C(Cn1cnc2ccccc2c1=O)NNC(=O)c1cccc([N+](=O)[O-])c1	-9%	-12%	.
18	O=S(=O)(/N=C(/Nc1ccccn1)c1ccc(Cl)cc1)c1ccc(Cl)cc1	-10%	-16%	0%
19	CC(C)N(CCCNC(=O)Cn1c(=O)c2cccn2c2ccccc21)Cc1ccccc1	-4%	42%[activator]	-5%
20	COc1ccc(NS(=O)(=O)c2cc3c(cc2C)N(C)CCO3)c(OC)c1	57%[activator]	7%	5%
21	Cc1cc(=O)n(-c2ccc(C(=O)O)cc2)[nH]1	-4%	-1%	-4%
22	Cc1ccc(S(=O)(=O)N2CCC(c3nnc(-c4cccc(C)c4)o3)CC2)cc1	-7%	-6%	.
23	COc1ccccc1NC(CC(=O)c1ccccc1)C(=O)OCC(=O)c1ccc(C)c(C)c1 (stereo not drawn)	37%[activator]	-4%	2%
24	CCOC(=O)C1CCN(S(=O)(=O)c2ccc(NC(C)=O)c(Cl)c2)CC1	4%	-4%	5%

Part of the list above, with values ahead of the structure.
entry	KAT2A inh	FEN1 inh	N370S GC mod	SMILES
14	-12%	.	-13%	COc1nc(N/N=C/c2ccc(-c3cccc([N+](=O)[O-])c3)o2)nc(N2CCOCC2)n1
15	-6%	0%	0%	O=C(COC(=O)c1cccnc1)Nc1cccc2ccccc12
16	-1%	7%	-2%	CC(=O)Nc1ccc(NC(=O)CN(C)CC(=O)Nc2ccccc2Br)cc1
17	-9%	-12%	.	O=C(Cn1cnc2ccccc2c1=O)NNC(=O)c1cccc([N+](=O)[O-])c1
18	-10%	-16%	0%	O=S(=O)(/N=C(/Nc1ccccn1)c1ccc(Cl)cc1)c1ccc(Cl)cc1

Following part:
cpd	mol	KAT2A inh	FEN1 inh	N370S GC mod
25	N#C/C(=C(/O)c1ccc(Br)s1)c1nc2ccccc2[nH]1	-3%	0%	14%
26	CC1CN(C(=O)c2cccc(C(=O)N3CC(C)OC(C)C3)c2)CC(C)O1 (stereo not drawn)	-5%	-2%	-1%
27	CCOC(=O)c1c(NC(=O)c2cccnc2)sc(C)c1C	-5%	-24%	27%
28	O=C(CCN1CCN(Cc2ccccc2)CC1)NNC(=O)Nc1cccc(Cl)c1	-2%	15%	-6%
29	COc1ccc(C(=O)N(Cc2ccco2)Cc2ccc(C)o2)cc1	0%	9%	.
30	CCCCN(CCCC)CCNC(=O)Cc1nc2c(c(=O)[nH]c(=O)n2C)n1C	-26%	.	4%
31	Cc1ccc(NC(=S)N2CCCC(c3nc4ccc(C)cc4[nH]3)C2)c(C)c1 (stereo not drawn)	-5%	1%	6%
32	COc1cc(OC)cc(C(=O)NCCNC(=O)c2ccco2)c1	4%	7%	-1%
33	COc1cc(OC)cc(C(=O)N[C@H](C(=O)Nc2ccc(S(=O)(=O)N(C)C)cc2)C(C)C)c1	-12%	-6%	-6%
34	O=C(CCC1CCN(C(=O)Cc2c(F)cccc2F)CC1)NC1CC1	2%	17%	1%
35	CC(=O)N1CCCc2cc(S(=O)(=O)NCc3ccccc3Cl)ccc21	5%	3%	.
36	CCn1c2ccccc2c2nnc(SCC(=O)Nc3cc(C)on3)nc21	-5%	0%	15%

cpd	mol	KAT2A inh	FEN1 inh	N370S GC mod
37	Cc1cc(Cl)ccc1NC(=O)C1CCN(S(=O)(=O)c2ccc3[nH]c(=O)ccc3c2)CC1	-7%	3%	.
38	Cc1sc(NC(=O)C2=COCCO2)nc1-c1ccc(F)cc1	0%	0%	-3%
39	COC(=O)c1c(NC(=S)NN2CCOCC2)sc2c1CCCC2	-4%	16%	15%
40	COc1cc(/C=N/N2CCN(C3c4ccccc4-c4ccccc43)CC2)cc(OC)c1OC	-10%	3%	1%
41	Cc1cc(S(=O)(=O)NCC(c2ccco2)S(=O)(=O)c2ccccc2)ccc1F (stereo not drawn)	-7%	-12%	.
42	COc1cc(NC(=O)Cn2cnc(S(=O)(=O)N3CCOCC3)c2)cc(OC)c1OC	1%	6%	6%
43	CCOc1ccc(C(=O)CCNC(Cc2cnc[nH]2)C(=O)O)cc1 (stereo not drawn)	6%	-4%	-2%
44	CC(OC(=O)C1=COCCO1)C(=O)Nc1ncc(Cl)cc1Cl (stereo not drawn)	-8%	-3%	-14%
45	COc1ccccc1N(C)S(=O)(=O)c1ccc(C(=O)N2CCC2)cc1	-9%	-1%	-2%
46	CCO[C@H]1OC(C(=O)N2CCCCCCC2)=C[C@@H](c2ccc(C(F)(F)F)cc2)[C@@H]1CCCO	2%	-22%	30%
47	Cc1ccc(CNC(=O)CN(c2ccc(C)cc2)S(=O)(=O)c2c(C)nn(C)c2C)cc1	2%&-2%	-24%&-2%	-13%
48	C=C1C(C(=O)Nc2cccc(OC)c2)C1C(=O)Nc1cccc(OC)c1 (stereo not drawn)	-9%	-1%	-7%

cpd	mol	KAT2A inh	FEN1 inh	N370S GC mod
49	CCCCc1nc2cc(C(=O)N3CCCCC3COC)ccc2o1 (stereo not drawn)	-15%	8%	-1%
50	Cc1cc(C(F)(F)F)nn1Cc1n[nH]c(=S)n1-c1ccc(Cl)cc1	1%	10%	.
51	Cc1cccc(CSc2nc3nc(C)cc(C)n3n2)c1	-2%	20%	-19%
52	CCc1ccc(-c2csc(NC(=O)Oc3ccccc3)n2)cc1	-3%	-6%	14%
53	C=CCNC(=O)C1CC(=O)N(c2ccc(OCC(=O)Nc3ccc(Cl)cc3)cc2)C1 (stereo not drawn)	-5%	-1%	2%
54	CN(C(=O)COC(=O)/C=C/c1cn(-c2ccccc2)nc1-c1ccc2c(c1)OCCO2)C1CCS(=O)(=O)C1 (stereo not drawn)	-17%	-5%	-4%
55	CCOc1ccc(CNC(=S)Nc2ccccc2)cc1Cl	-7%	5%	1%
56	COc1ccc(-n2nnnc2SCC(=O)c2ccc3c(c2)OCCO3)cc1	-3%	-1%	14%
57	COc1ccc(/C=C/C2=CC(C)(C)NC(=S)N2)cc1	-2%	-3%	-7%
58	Cc1cc(C(=O)N2CCN(c3ncccc3C#N)CC2)no1	-4%	-1%	28%
59	O=[N+]([O-])c1cn(Cc2ccc(Cl)cc2)cn1	-7%	-3%	2%
60	O=C(NCCN1CCCCC1)/C(=N\O)c1ccccc1	-11%	-2%	-1%

cpd	mol	KAT2A inh	FEN1 inh	N370S GC mod
61	c1ccc(Nc2cc(-c3ccoc3)ncn2)cc1	-13%	.	-11%
62	CCCCCCc1ccc(OCC(=O)O)cc1OCC(=O)O	-3%	-9%	-2%
63	CCOC(=O)C1=CN(C(=O)OC(C)(C)C)C(CN2C(=O)COCC2=O)C1 (stereo not drawn)	.	-98%	6%
64	COc1ccc(CC(=O)NCCS(=O)(=O)N2CCN(c3ccccc3OC)CC2)cc1	-6%	-2%	-16%
65	CCOC(=O)NC(=O)/C(C#N)=N/Nc1c(F)cccc1F	-4%	-6%	3%
66	O=C(CSc1nnc(-c2cccnc2)n1Cc1ccco1)c1ccc(Cl)cc1	-3%	-1%	14%
67	COc1cc2c(cc1OC)C(COc1ccc([N+](=O)[O-])cc1)NCC2 (stereo not drawn)	0%	-4%	-15%
68	Cc1ccc(S(=O)(=O)N/N=C/c2cnn(C)c2C)cc1	0%	-1%	7%
69	COc1ccc(CCNC(=O)c2nn(C)cc2Cl)cc1	-4%	0%	-7%
70	Cc1ccc(NC(=O)COCC(=O)Nc2ccc(C)cc2)cc1	-12%	-14%	28%
71	COc1cc(/C=N/NC(=O)C23CC4CC(CC(C4)C2)C3)cc(Br)c1O	-5%	-7%	?
72	O=C(NCCCN1CCCC1)c1ccc(CSCc2cccc(Cl)c2)o1	-12%	-13%	-1%

cpd	mol	KAT2A inh	FEN1 inh	N370S GC mod
73	O=S(=O)(Nc1nccs1)c1cnc(Cl)c(Br)c1	-2%	-7%	3%
74	O=C(NNC(=O)c1ccc(NC(=O)c2ccccc2)cc1)c1ccccc1	-8%	0%	-4%
75	COc1ccc(N2CCN(C(=O)[C@@H](NC(=O)c3ccccc3Cl)C(C)C)CC2)cc1	1%	2%	-4%
76	Cc1nn(Cc2ccccc2)c(N)c1C#N	-3%	-3%	2%
77	COc1cc(NC(=S)NCc2cccnc2)cc(OC)c1	-3%	-4%	19%
78	O=C(N/N=C/c1ccccn1)c1ccc(Cl)cc1	-7%	-5%	-9%
79	Cc1nc(N2CCOCC2)nc2c1CCC2	-6%	20%	5%
80	CC1CCCCC1NC1=NCCCS1 (stereo not drawn)	-2%	.	-1%
81	Cc1cnc(C(=O)Nc2ccc(N3CCOCC3)cc2)cn1	-3%	1%	1%
82	O=C(NCC1CCCO1)Nc1ccc(Cl)cc1 (stereo not drawn)	.	0%	4%
83	CC(=O)c1ccc(NC(=O)CSc2nc(=O)n(Cc3ccncc3)c3c2CCC3)cc1	0%	4%	.
84	CCCn1c(SCC(=O)NC2CC2)nnc1-c1cccs1	-4%	16%	-6%

cpd	mol	KAT2A inh	FEN1 inh	N370S GC mod
85	O=C(Nc1ccc(F)cc1)c1ccc(S(=O)(=O)N2CCCC2)cc1	-2%	-3%	-17%
86	CCc1ccc(N2CC34C=CC(O3)C(C(=O)OC)C4C2=O)cc1 (stereo not drawn)	3%	-5%	-8%
87	COc1ccc(NC(=O)C2CCC(CNc3c(N4CCC(C)CC4)c(=O)c3=O)CC2)cc1OC (stereo not drawn)	-2%	-5%&-5%	-1%
88	Cc1cc(C(=O)COC(=O)C23CC4CC(CC(O)(C4)C2)C3)c(C)n1C	0%	2%	.
89	CSc1nc(Cl)c(Cc2ccc(OC(C)C)cc2)c(N(C)C)n1	-4%	-15%	-3%
90	CCCNC(=O)COc1ccc(-c2nn(C)c(=O)c3ccccc23)cc1	-4%	-2%	-23%
91	O=C(CSc1nnc2n1CCCN2)c1ccccc1	5%	-14%	0%
92	O=C(NCc1csc(-c2cccs2)n1)Nc1ccc(C(F)(F)F)cc1	-20%	1%	-14%
93	C/C(N)=C(/C#N)C(=O)CSc1nnc(Nc2ccccc2C)s1	-4%	-4%	16%
94	CCOC(=O)C1CCCN(S(=O)(=O)c2ccc3ccccc3c2)C1 (stereo not drawn)	-26%	7%	-2%
95	CCCCNC(=O)CN1C(=O)c2c(c3ccccc3n2C)C1c1ccc(OC)cc1 (stereo not drawn)	-9%	5%	.
96	Cc1cc(NC(=O)COc2cccc([N+](=O)[O-])c2)no1	?	-20%	-6%
97	Cc1ccccc1CNC(=O)c1ccccc1C	-6%[0.501 µM]	-1%	4%
98	CCOc1ccc(C(=O)NN2C(=S)NC(C)(C)C=C2C)cc1	1%	-3%	7%
99	COC(=O)c1c(C)[nH]c(C(=O)CN(C)CC(=O)Nc2cccc(F)c2)c1C	-10%	4%	.

The list is partial; rates above refer to the full screens.
